TRHR PAM – qHTS for Small Molecule Agonists and Allosteric Enhancers of Human TRH Receptor: Primary Screen for Enhancers; Thyrotropin-releasing hormone receptor (Homo sapiens), P34981; TRHR cells, fluo-8 calcium fluorescence, EC20 TRH enhancement; enhancement, % at 2 µM; hit rate 0.66% among 360,000; AID 493056, 2011; in the data active means enhancement above about 30%; further: 0% is about no effect
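TRHR-expressing cells loaded with fluo-8 calcium dye were read kinetically (ex 480/em 530) during compound addition, then stimulated with an EC20 of TRH (10 nM final). Enhancement of the Gq-mediated intracellular calcium response was scored.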
D1 potentiator – Potentiators of Human D1 Dopamine Receptor: qHTS; potentiation, % at 10 µM; D(1A) dopamine receptor (Homo sapiens), P21728; HEK293 TREx D1 cells, calcium flux, dopamine EC20 potentiation; hit rate 0.036% among 360,000; in the data active means potentiation above about 30%; further: 0% is about no effect
Target sequence (P21728 whole entry, looked up): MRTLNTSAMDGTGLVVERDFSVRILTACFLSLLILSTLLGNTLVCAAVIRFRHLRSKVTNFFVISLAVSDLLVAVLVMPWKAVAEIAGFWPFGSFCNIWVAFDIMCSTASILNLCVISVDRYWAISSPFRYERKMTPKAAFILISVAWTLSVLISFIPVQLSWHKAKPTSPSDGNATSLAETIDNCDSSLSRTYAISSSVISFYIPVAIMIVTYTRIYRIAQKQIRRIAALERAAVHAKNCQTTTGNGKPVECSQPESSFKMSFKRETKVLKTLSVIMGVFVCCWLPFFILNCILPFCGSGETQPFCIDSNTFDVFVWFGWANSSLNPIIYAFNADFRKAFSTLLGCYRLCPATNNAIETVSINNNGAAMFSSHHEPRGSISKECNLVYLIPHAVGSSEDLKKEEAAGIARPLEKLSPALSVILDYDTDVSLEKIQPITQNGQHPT
TRHR agonist – qHTS for Small Molecule Agonists and Allosteric Enhancers of Human TRH Receptor: Primary Screen for Agonists; hit rate 0.18% among 360,000; TRHR cells, calcium flux fluo-8, FDSS agonist mode; activation, % at 2 µM; Thyrotropin-releasing hormone receptor (Homo sapiens), P34981; in the data active means activation above about 30%; further: 0% is about no effect
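Agonist-mode FDSS calcium read (Ex 480/Em 530, 1 s cycles) in 1536-well TRHR cells with fluo-8 dye, after 10-cycle baseline and 23 nL compound addition; TRH at EC20 (10 nM final) added afterwards for the enhancer phase.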
D2 PAM – HTS Assay for Positive Allosteric Modulators of the Human D2 Dopamine Receptor: Primary Screen for Potentiators. HEK293 T-REx D2, calcium flux, EC20 dopamine potentiation. potentiation, % at 10 µM. hit rate 0.34% among 340,000. AID 485347, 2010;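 active means potentiation over 3 SD above the plate norm, cut at about 30% in these data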; further: 0% is about no effect
Target sequence (P14416 whole entry, looked up): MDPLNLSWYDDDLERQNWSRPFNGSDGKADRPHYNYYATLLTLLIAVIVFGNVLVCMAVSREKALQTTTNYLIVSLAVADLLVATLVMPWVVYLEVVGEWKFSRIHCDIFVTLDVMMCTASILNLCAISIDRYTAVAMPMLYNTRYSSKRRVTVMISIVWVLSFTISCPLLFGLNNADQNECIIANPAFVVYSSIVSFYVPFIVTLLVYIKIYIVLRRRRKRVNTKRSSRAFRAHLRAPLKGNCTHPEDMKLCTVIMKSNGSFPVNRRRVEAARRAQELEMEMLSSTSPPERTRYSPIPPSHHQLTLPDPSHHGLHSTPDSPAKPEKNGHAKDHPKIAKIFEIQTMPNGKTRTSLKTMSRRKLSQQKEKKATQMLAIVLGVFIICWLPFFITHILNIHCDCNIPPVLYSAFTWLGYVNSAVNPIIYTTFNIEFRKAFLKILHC
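Tetracycline-induced Hek293 Trex D2 cells, force-coupled to calcium, loaded with no-wash calcium dye. Compound added with 180 s kinetic read for agonism, then EC20 dopamine and a further 180 s read for potentiation.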
D1 antag – Antagonist of Human D 1 Dopamine Receptor: qHTS; D(1A) dopamine receptor (Homo sapiens), P21728; HEK293 TREx D1 cells, calcium flux, dopamine EC80; active compounds read low; activity change, negative = inhibition, % at 10 µM; hit rate 3.2% among 360,000; AID 504652, 2011; in the data active means activity change below about -30%; further: on the % scale 0 is the no-effect control and ±100 the full control effect
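Antagonism measured as reduced calcium response to an EC80 dopamine addition following 180 s compound pre-read; cells were inducible HEK293 Trex D1 plated overnight at 30 C, read kinetically at 1 cycle/sec.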
RXFP1 ag – qHTS Assay for Agonists of the Relaxin Receptor RXFP1. Relaxin receptor 1 (Homo sapiens), Q9HBX9. HEK293T-RXFP1 cAMP TR-FRET, 30 min; response scale: percent of porcine relaxin response, buffer zero. Potency, µM (doses to about 57.5 µM), without a hit: at the top dose activation, most hits filed as activators. hit rate 0.3% among 370,000; further: potency means the concentration at half of the fitted maximal effect; on the % scale 0 is the no-effect control and ±100 the full control effect; nearly all actives have a fitted effect of over 60% in size; many of its hits are not listed in these tables
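cAMP rise read by TR-FRET after 30 min, 37C compound exposure (up to 58 uM) in RXFP1-transfected HEK293 cells with Ro 20174 present. EC50 from Hill-equation fits, with 29 nM porcine relaxin as 100% and buffer as basal.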
RXFP1 antag – qHTS Assay for Antagonists of the Relaxin Receptor RXFP1; Relaxin receptor 1 (Homo sapiens), Q9HBX9; HEK293-RXFP1, relaxin-stimulated cAMP HTRF, 30 min; active compounds read low; activity change, negative = inhibition, % at 57.5 µM; hit rate 0.59% among 350,000;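 active means activity change of -60% or lower, but not beyond a set lower limit; inconclusive means change between -60% and -40%, or beyond the set limit; inactive means change above -40%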; further: on the % scale 0 is the no-effect control and ±100 the full control effect
Anesthetic bind – qHTS Assay for Identification of Novel General Anesthetics; apoferritin/1-aminoanthracene competitive binding, fluorescence; hit rate 0.074% among 350,000; Potency, µM (doses to about 77.5 µM), for inactives: at the highest dose activity change, negative = displacement, hits mostly inhibitors; further: potency means the concentration at half of the fitted maximal effect; on the % scale 0 is the no-effect control and ±100 the full control effect; nearly all actives have a fitted effect of over 20% in size
Target sequence (P02791 2-175 limits assumed): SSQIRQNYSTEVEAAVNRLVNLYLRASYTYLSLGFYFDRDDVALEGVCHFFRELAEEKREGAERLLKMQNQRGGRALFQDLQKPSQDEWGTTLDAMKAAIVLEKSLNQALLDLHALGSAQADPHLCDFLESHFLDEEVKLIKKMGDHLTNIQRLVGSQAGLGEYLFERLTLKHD
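Steps: apoferritin (10 uM) was premixed with half-saturated 1-AMA in PBS, compounds were pin-transferred, plates stood 10 min at room temperature, fluorescence was read at 380/535 nm, and curves were fitted with a Hill equation.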
D1 ag – Allosteric Agonists of the Human D1 Dopamine Receptor: qHTS. HEK293 T-REx D1 cells, calcium flux, agonist mode. hit rate 1% among 360,000. activation, % at 2 µM. AID 504660, 2011. D(1A) dopamine receptor (Homo sapiens), P21728; in the data active means activation above about 30%; further: 0% is about no effect
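Agonism was scored from calcium flux recorded over 180 s (1 read/s) after pintool compound addition, following a 10-cycle baseline. Cells were inducible force-coupled HEK293 TREx D1, plated overnight at 30 C and loaded with no-wash calcium dye.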
Numbers without * were called inactive; u = inconclusive; x = no result given; & = joins results of further samples. Unless noted, the call rests on the fitted dose curve; in most records, active means well fitted curve in the direction sought with a large enough effect; inconclusive means small, poorly fitted or top-dose-only effect, or another doubt; inactive means no such curve, though single readings can be large; an effect the other way counts as inactive or inconclusive.

SMILES	TRHR PAM	D1 potentiator	TRHR agonist	D2 PAM	D1 antag	RXFP1 ag	RXFP1 antag	Anesthetic bind	D1 ag
N=C1C(c2nc3ccccc3s2)=C(O)CN1c1ccccc1	1	-6	-0.3	-4	11	22%	0	7%	4
CN(C)c1ccc(-c2ccc([C@H]3[C@@H]4C=CCC[C@@]4(C)C(=O)N3Cc3ccccc3)c(F)c2)cc1	3	-4	-0.1	1	36	4.5%	x	-5%	7
CN1CCCN(C(=O)c2cccc(Cl)c2)CC1	-3	2	0.2	9	17	-0.8%	0	-6%	6
Cc1cc(C)nc(N2CCCC(C(=O)Nc3ccc4c(c3)OCCO4)C2)n1 (stereo unspecified)	2	-2	0.4	7	14	2.9%	31	-8%	2
CC(=O)O/N=C(/c1nonc1N)N1CCN(c2ccc([N+](=O)[O-])cc2Cl)CC1	0	1	0.2	0	-4	6.1%	-4	-6%	4
CC(C)Cn1c(N)c(C(=O)CSc2nc3ccccc3c(=O)n2CCCN2CCOCC2)c(=O)n(C)c1=O	-3	0	0.3	0	1	0.9%	x	-3%	0
Cc1c(C(=O)N2CCOCC2)[nH]c2c1C(=O)CC(c1ccccc1Cl)C2 (stereo unspecified)	-6	-3	0.1	1	-1	-0.4%	-10	-12%	-1
CCOc1ccccc1NC(=O)COc1coc(CN2CCCc3ccccc32)cc1=O	-8	9	-0.6	5	4	-0.3%	-14	x	1
COc1ccc(CNC(=O)c2ccc(=O)oc2)cc1OC	-2	-3	0.4	2	0	0.2%	6	-5%	2
O=C(N/N=C/c1ccc(-c2cccc([N+](=O)[O-])c2)o1)[C@H]1C[C@@H]1c1ccccc1	23	-5	0.6	8	20	12%	-17	-7%	3
Cc1ccc(S(=O)(=O)NC(C(=O)N2CCN(S(=O)(=O)c3cccc(F)c3)CC2)C(C)C)cc1 (stereo unspecified)	7	-5	0.3	-2	-12	0.1%	-4	x	2
COc1ccc(C2C(C(=O)/C=C/c3ccco3)=C(O)C(=O)N2CCN2CCOCC2)cc1OC (stereo unspecified)	1	0	0.6	x	10	0.7%	0	-16%	6
Cc1ccc(CSc2nc3c(c(=O)[nH]2)C(c2ccncc2)C2=C(CCCC2=O)N3)cc1 (stereo unspecified)	-1	-4	0.1	-24	-48*	0.5%	-4	4%	-3
CCCCN1CC(=O)N2[C@H](c3ccc(Cl)cc3)[C@@H]3C(=O)N(CC)C(=O)[C@@H]3[C@]2(C)C1=O	0	-6	0.3	2	-6	0.1%	x	-9%	0
Nc1nc(N)c2sc3nc4c(cc3c2n1)CCC4	-3	5	0.4	9	4	1.4%	-10	-3%	0
Cc1cccc(NC(=O)/C(C#N)=C/c2ccc(Sc3ccccc3)o2)c1C	-3	1	1.1	-2	15	1.1%	-5	-5%	16
CCC(C)NCC(=O)Nc1cc(S(=O)(=O)N(CC)c2ccccc2)ccc1Cl (stereo unspecified)	1	-2	-0.6	-3	-2	0.8%	-6	-3%	10
Cc1c(CCO)c(=O)[nH]n1C(=O)c1c(F)cccc1F	-5	2	0.7	-6	0	0.9%	-1	-1%	-1
CCCCCc1ccc(-c2ccc(Br)cc2)nc1	5	1	0.0	-3	1	0.6%	-9	-8%	-1
COc1cc(Nc2ccc(C)cc2)c([N+](=O)[O-])nc1[N+](=O)[O-]	-1	2	-0.3	5	4	1.8%	-9	-1%	-1
Cc1cccc(C(CC(=O)O)NC(=O)C(F)(F)F)c1 (stereo unspecified)	10	1	0.3	-8	2	-1.7%	1	3%	0
N#CC1(NC(=O)COc2ccccc2[N+](=O)[O-])CCCCC1	-2	-2	0.3	2	10	1.2%	13	x	1
CC(CCc1ccccc1)NC(=O)COC(=O)C1CCC(C(C)(C)C)CC1 (stereo unspecified)	-6	-10	0.4	-2	6	0.3%	-22	-12%	-1
COCCOC(=O)C1=C(C)N(Cc2ccccc2)C(=O)NC1c1cccc(OC)c1OC (stereo unspecified)	2	0	-0.4	0	9	2.0%	-3	-10%	1
CCOC(=O)C1CCCN(CCCc2ccccc2)C1 (stereo unspecified)	3&3	-4	0.1&-0.1	-22&-25	-22&-19	0.0%&2.7%	-9&-20	-3%&2%	4&1
OC(CNCc1ccccc1Cl)COc1ccc(F)cc1 (stereo unspecified)	1	-3	-1.2	-16	0	-1.3%	-12	-6%	1
Cc1ccc(NC(=S)NNC(=O)c2cccc([N+](=O)[O-])c2)cc1Cl	1	-4	-0.4	4	-19	2.7%	-7	-16%	6
CCOC(=O)NC(NC(=S)Nc1ccccc1OC)C(Cl)(Cl)Cl (stereo unspecified)	3	-4	0.3	-17	-3	2.8%	1	-7%	2
O=C(CN1CCN(c2ccc(Cl)cc2)CC1)c1ccccc1	-10	-4	0.7	-8	-8	-3.1%	7	0%	1
O=C(CCOc1ccccc1)Nc1ccc(S(=O)(=O)N2CCCC2)cc1	1	-5	0.0	8	2	0.9%	6	u	3

Some of the entries above in a different format.
smiles: Cc1ccc(CSc2nc3c(c(=O)[nH]2)C(c2ccncc2)C2=C(CCCC2=O)N3)cc1 (stereo unspecified)
  TRHR PAM = -1 | D1 potentiator = -4 | TRHR agonist = 0.1 | D2 PAM = -24 | D1 antag = -48* | RXFP1 ag = 0.5% | RXFP1 antag = -4 | Anesthetic bind = 4% | D1 ag = -3

smiles: CCCCN1CC(=O)N2[C@H](c3ccc(Cl)cc3)[C@@H]3C(=O)N(CC)C(=O)[C@@H]3[C@]2(C)C1=O
  TRHR PAM = 0 | D1 potentiator = -6 | TRHR agonist = 0.3 | D2 PAM = 2 | D1 antag = -6 | RXFP1 ag = 0.1% | RXFP1 antag = x | Anesthetic bind = -9% | D1 ag = 0

Following part
SMILES	TRHR PAM	D1 potentiator	TRHR agonist	D2 PAM	D1 antag	RXFP1 ag	RXFP1 antag	Anesthetic bind	D1 ag
COc1cccc(NC(=O)c2oc3ccc(S(=O)(=O)N4CCCCCC4)cc3c2C)c1	6	1	1.0	-12	-4	-22%	-13	-5%	3
CCOc1ccccc1NC(=O)C1CCN(S(=O)(=O)c2ccc(Br)cc2)CC1	-9	-1	-0.4	-13	4	1.8%	-4	3%	2
Cc1nc2c(-c3ccccc3)c(C)nn2c(C)c1CCC(=O)Nc1ccccc1F	5	-6	-0.4	-8	-9	-0.7%	x	-1%	-1
CCOC(=O)C(=NC(C)CC)NNc1ccc(Br)cc1 (stereo unspecified)	-6	-9	-0.5	2	14	9.0%	-3	1%	1
Cc1cccc(OCC(=O)Nc2nc(-c3ccncc3)cs2)c1	0	-4	-1.3	-12	-3	1.6%	-7	x	11
O=CN1N=C(c2ccccc2)CC1c1ccc(Cl)cc1 (stereo unspecified)	-3	-8	-1.2	10	-6	-1.5%	-11	-21%	12
CC1C(=O)N(Cc2ccccc2)c2ccccc2N1C(=O)c1ccccc1 (stereo unspecified)	-2	-5	-0.9	7	-21	-2.9%	-4	-2%	10
N#Cc1cc([N+](=O)[O-])ccc1Oc1cccc(/C=N/NC(=O)c2ccc(Cl)cc2)c1	-3	-4	-0.6	-1	-22	-0.1%	-19	-14%	-2
CCN(CC)CCCNC(=O)c1cc2c(=O)[nH]c3ccc(C)cc3c2s1	1	0	-0.4	-2	-3	0.0%	2	1%	1
Cc1ccc(NC(=O)NC(=O)CN2CCCC2c2ccc3c(c2)OCCO3)cc1C (stereo unspecified)	10	0	1.5	9	14	1.9%	2	x	1

Rewritten with each value named: entries from further up
Structure: Cc1ccc(S(=O)(=O)NC(C(=O)N2CCN(S(=O)(=O)c3cccc(F)c3)CC2)C(C)C)cc1 (stereo unspecified)
- TRHR PAM: 7
- D1 potentiator: -5
- TRHR agonist: 0.3
- D2 PAM: -2
- D1 antag: -12
- RXFP1 ag: 0.1%
- RXFP1 antag: -4
- Anesthetic bind: x
- D1 ag: 2

Structure: COc1ccc(C2C(C(=O)/C=C/c3ccco3)=C(O)C(=O)N2CCN2CCOCC2)cc1OC (stereo unspecified)
- TRHR PAM: 1
- D1 potentiator: 0
- TRHR agonist: 0.6
- D2 PAM: x
- D1 antag: 10
- RXFP1 ag: 0.7%
- RXFP1 antag: 0
- Anesthetic bind: -16%
- D1 ag: 6

Structure: Cc1ccc(CSc2nc3c(c(=O)[nH]2)C(c2ccncc2)C2=C(CCCC2=O)N3)cc1 (stereo unspecified)
- TRHR PAM: -1
- D1 potentiator: -4
- TRHR agonist: 0.1
- D2 PAM: -24
- D1 antag: -48*
- RXFP1 ag: 0.5%
- RXFP1 antag: -4
- Anesthetic bind: 4%
- D1 ag: -3

Structure: CCCCN1CC(=O)N2[C@H](c3ccc(Cl)cc3)[C@@H]3C(=O)N(CC)C(=O)[C@@H]3[C@]2(C)C1=O
- TRHR PAM: 0
- D1 potentiator: -6
- TRHR agonist: 0.3
- D2 PAM: 2
- D1 antag: -6
- RXFP1 ag: 0.1%
- RXFP1 antag: x
- Anesthetic bind: -9%
- D1 ag: 0

The results go on:
SMILES	TRHR PAM	D1 potentiator	TRHR agonist	D2 PAM	D1 antag	RXFP1 ag	RXFP1 antag	Anesthetic bind	D1 ag
COC(=O)C1=C(N)OC2=C(C(=O)CCC2)C1c1ccc2c(c1)OCO2 (stereo unspecified)	-8	-1	-0.3	2	-19	-0.2%	3	-18%	-1
O=C1NCCC/C1=N/Nc1cc(F)ccc1F	19	4	2.3	1	2	2.4%	-1	0%	7
Oc1ccc(NC(=S)Nc2ccc(F)cc2)cc1	2	1	-1.9	3	-2	0.3%	2	-3%	3
CCc1nn(C(C)C(=O)NC(C)CCc2ccco2)c(=O)c2cc3occc3n12 (stereo unspecified)	1	-11	-0.3	-2	0	2.2%	-17	-21%	7
Cc1ccc(NC(=O)Cn2c(=O)n(CCC(=O)N3CCc4ccccc4C3)c(=O)c3ccccc32)cc1	-12	3	-1.0	10	-1	1.5%	x	2%	-3
O=C(NCCO)c1cc2c([nH]c3ccccc32)c(-c2ccccc2)n1	12	-10	-1.6	19	-3	-2.8%	-3	-1%	1
CCCN(C(=O)c1nc2nccc(C)n2n1)c1c(N)n(Cc2ccccc2)c(=O)[nH]c1=O	0	-1	1.2	-8	2	-1.6%	7	x	3

High-throughput results deposited in PubChem BioAssay by National Center for Advancing Translational Sciences (NCATS).

These rows are one share of the data, so the mix of outcomes need not match the whole.
